# EWS-Fli inh = EWS/Fli transcriptional activity inhibition; 350,000 tested, 0.67% active; AID 651661; inhibition, % at 12.6 µM; A673 NR0B1-luciferase reporter, viability-normalised;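 active = mean inhibition of at least 50% after viability correction, with every replicate also passing that limit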;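 also: firefly luciferase signal divided by Alamar Blue viability fluorescence both relative to DMSO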
# S100A4 MyoIIA = inhibitors of human S100A4 binding to myosin IIA peptide | P26447 | S100A4/TAMRA-MyoIIA peptide fluorescence polarization | inhibition, % at 10.7 µM | 360,000 tested, 0.14% active | AID 652163;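 active = mean inhibition of at least 70% across replicates, with every replicate also reaching that level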
# Target sequence (P26447 whole entry, looked up): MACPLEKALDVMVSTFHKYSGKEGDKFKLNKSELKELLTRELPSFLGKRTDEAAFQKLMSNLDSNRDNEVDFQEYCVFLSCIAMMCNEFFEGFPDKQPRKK
#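 Material: S100A4 monomer protein | Medium: HEPES pH 7.2 with CaCl2, KCl, NaCl, DTT, Triton | Reagent: Labelled myosin peptide probe, 5 nM | Doses: One dose per compound | Times: 5 min incubation before reading | Benchmarks: Neutral control DMSO, positive control TFP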
# esBAF inh = inhibitors of esBAF chromatin remodeling in mouse ES cells | reporter increase, % at 12.5 µM | 350,000 tested, 2% active | Bmi1-luciferase knock-in reporter, 24 h; 100% = twice the neutral-well signal; in the data active = activation above about 40%;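 also: 0% = median of the plate's neutral control wells and 100% = double that signal; a rise in the Bmi1 reporter signal indicates esBAF inhibition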
# RAD52 inh = blocks human RAD52 DNA annealing. AID 651710. 360,000 tested, 0.46% active. P43351. recombinant RAD52 DNA annealing, FRET fluorescence. inhibition, % at 18.7 µM;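 active = every replicate showing at least 50% inhibition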
# Target sequence (P43351 whole entry, looked up): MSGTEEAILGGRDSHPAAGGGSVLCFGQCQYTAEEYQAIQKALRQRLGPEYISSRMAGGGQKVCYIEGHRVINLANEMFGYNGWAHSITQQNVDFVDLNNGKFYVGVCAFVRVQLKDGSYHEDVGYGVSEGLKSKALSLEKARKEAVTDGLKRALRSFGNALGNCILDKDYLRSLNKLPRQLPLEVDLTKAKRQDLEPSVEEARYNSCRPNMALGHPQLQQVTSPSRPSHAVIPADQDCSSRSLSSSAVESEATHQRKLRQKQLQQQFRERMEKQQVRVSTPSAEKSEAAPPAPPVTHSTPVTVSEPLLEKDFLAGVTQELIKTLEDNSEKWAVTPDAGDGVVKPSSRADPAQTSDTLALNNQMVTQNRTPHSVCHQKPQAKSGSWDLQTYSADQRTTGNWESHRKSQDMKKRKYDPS
# Xi reactivation = activators of X-chromosome reactivation in mouse fibroblasts. activation, % at 7.58 µM. AID 743238. 360,000 tested, 0.055% active. XiGFP mouse fibroblasts, % GFP-positive cells imaging, 3 d; cells co-treated with 5-aza-dC sensitizer; scaled so ellipticine positive control = 100%;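 active = mean normalized replicate activation at least 10% and every replicate at or above 10%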;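 also: 0% = median of on-plate neutral control wells and 100% = ellipticine 6 µM median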
#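 System: SV40-immortalized XiGFP fibroblast cells, line 68-5-11 / Incubation: 3-day compound exposure, then 15 min fixation at room temperature / Compound: single concentration per compound, delivered by pin transfer / Buffer or medium: DMEM plus 5-aza-dC sensitizer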
# FN deposit inh = fibronectin deposition inhibition. AH1F fibroblasts, Alexa488-fibronectin deposition fluorescence, overnight. inhibition, % at 12.6 µM. 350,000 tested, 0.086% active. AID 743247;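 active = mean inhibition across replicates of 30% or more, regardless of how many single replicates reach that level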;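 also: positive control wells lacked labelled fibronectin entirely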
#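 test system = AH1F fibroblasts assembling fluorescent fibronectin matrix | quantity = 10000 AH1F cells per well | buffer or medium = DMEM plus 2% serum, read in PBS | doses = single dose, pinned | incubation = 1 h cell attachment, overnight exposure to compound and label | detection = fluorescence at 485 nm excitation, 525 nm emission | read-out basis = inhibition from reduced deposited-fibronectin fluorescence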
# RAD54 inh = blocks human RAD54 Holliday junction branch migration. 360,000 tested, 0.14% active. FAM/BHQ fluorescence. Q92698. inhibition, % at 10.4 µM;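 active = mean normalized replicate activity at least 40 and at least half of replicates scoring 40 or more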;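 also: 0% = median of neutral control wells and 100% = median of positive control wells; inhibitors cause a drop in the FAM fluorescence signal; in these data hits start at about 50%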
# E-sel inducer = E-selectin induction on HUVECs; HUVEC E-selectin immunofluorescence imaging; normalized: neutral wells 0, TNF-alpha wells 100; activation, % at 7.58 µM; 260,000 tested, 0.37% active; AID 686992;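 active = mean E-selectin-positive cell signal at least 10% of the positive control, reached in at least 60% of replicates, without over 20% cell loss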;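 also: in these data hits start at about 27%; measured in HUVEC primary endothelial cells; signal is the percent of cells scored E-selectin positive by PE staining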
#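 Material: HUVEC primary endothelial cells; Amount: 3,000 cells per well; Dosing: single concentration; Medium: EGM-2 growth medium on 0.1% gelatin-coated wells; Read-out basis: percent E-selectin-positive cells; Signal: immunofluorescence imaging; Control set: TNF-alpha, DMSO.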
# Starred values were filed as active, the others as inactive; · = no result given; & = joins results of further samples.
SMILES,EWS-Fli inh,S100A4 MyoIIA,esBAF inh,RAD52 inh,Xi reactivation,FN deposit inh,RAD54 inh,E-sel inducer
CCOC(=O)c1c(NC(=O)C2=C(C)NC(=S)NC2c2ccc(F)cc2)sc(C)c1C (stereo not given),9,-3,·,-22,0.0,6,·,-0.5
O=C1CN(c2cc(Cl)cc(Cl)c2)C(=O)CN1/N=C/c1cccnc1,2,1,·,-6,0.0,7,·,-0.1
COc1ccccc1CN(C)C[C@H]1OCc2cnnn2CCCC(=O)N([C@@H](C)CO)C[C@H]1C,-5,-2,-3,-4,-0.5,2,0,-0.1
Cc1ccc(S(=O)(=O)NCC[C@H]2CC[C@@H](NC(=O)Nc3cccc(F)c3)[C@H](CO)O2)cc1,0,1,4,9,-0.5,-3,7,-0.3
COC(=O)[C@]12CCCCC=C1N(CCC1=CCCCC1)C(=O)[C@H](CC(=O)NCc1ccccc1)C2,4,2,·,14,0.0,-10,·,-0.1
COc1cccc(CN2C[C@@H]3N[C@H](C2)C3c2ccc(-c3ccccc3C)cc2)c1 (stereo not given in full),-9&-11,·,·,·,0.0&0.0,1&-3,·,-0.1&0.1
COC(=O)c1ccc(CNC(=O)COC(=O)c2ccccc2-c2ccccc2)cc1,4,-1,5,-5,1.0,-13,-6,-1.2
CNC[C@H]1OCCCC[C@@H](C)Oc2ccc(NC(=O)C3CCCCC3)cc2C(=O)N([C@H](C)CO)C[C@H]1C,-4,-9,-2,-61,-0.7,·,8,-0.3
CCN(CC(=O)Nc1ccc([N+](=O)[O-])cc1OC)CC(=O)NC(C)(C)C,7,-2,·,-12,-0.1,-3,-2,1.4
C[C@H]1CN([C@@H](C)CO)C(=O)Cc2cc(NC(=O)c3ccncc3)ccc2O[C@H]1CN(C)Cc1ccncc1,-1,12,-2,-7,-0.5,·,5,-0.2
CCCCN(C(=O)CSc1nc2ccccc2n1CC)C1CCS(=O)(=O)C1 (stereo not given),-1,-1,-1,-7,0.0,-6,-14,·
CCOC(=O)c1c(NC(=O)COc2ccccc2C#N)sc2c1CC(C)(C)NC2(C)C,17,-2,-7,22,3.5,13,0,0.3
CC(=O)Nc1ccc(N=NN2CCOCC2)cc1,-33,-4,·,-1,0.0,3,·,·
COc1ccc(C2=NOC(CNC(=S)N3CCOCC3)C2)cc1 (stereo not given),-53,1,·,-13,0.1,-1,·,·
CCN(Cc1ccccc1)C(=O)COC(=O)c1cc(S(=O)(=O)Nc2c(C)n(C)n(-c3ccccc3)c2=O)ccc1C,9,3,3,-6,0.0,·,-5,·
COc1cc(NC(=O)c2onc(C)c2Cl)cc(OC)c1OC,-1,-6,-7,-19,0.0,5,-6,0.2
CC(C)c1ccc(CNc2ncccn2)cc1,-66,4,55*,6,0.6,-5,6,·
O=C(CN1CCCCCCC1)Nc1ccc(Cl)cc1Cl,4,3,·,2,0.0,-3,·,·
Cc1c(NC(=O)C(C)OC(=O)CCc2ccccc2)c(=O)n(-c2ccccc2)n1C (stereo not given),8,-13,·,-11,0.0,2,·,-0.1
C[C@@H]1CN([C@@H](C)CO)S(=O)(=O)c2ccc(C#CC3(O)CCCC3)cc2O[C@H]1CN(C)C(=O)Cc1cccnc1,5,2,-4,13,-0.4,-1,0,3.0

# A draw from above in order of SMILES length, highest first:
SMILES,EWS-Fli inh,S100A4 MyoIIA,esBAF inh,RAD52 inh,Xi reactivation,FN deposit inh,RAD54 inh,E-sel inducer
C[C@@H]1CN([C@@H](C)CO)S(=O)(=O)c2ccc(C#CC3(O)CCCC3)cc2O[C@H]1CN(C)C(=O)Cc1cccnc1,5,2,-4,13,-0.4,-1,0,3.0
O=C1CN(c2cc(Cl)cc(Cl)c2)C(=O)CN1/N=C/c1cccnc1,2,1,·,-6,0.0,7,·,-0.1
O=C(CN1CCCCCCC1)Nc1ccc(Cl)cc1Cl,4,3,·,2,0.0,-3,·,·

# Next records:
SMILES,EWS-Fli inh,S100A4 MyoIIA,esBAF inh,RAD52 inh,Xi reactivation,FN deposit inh,RAD54 inh,E-sel inducer
CC=Cc1ccc2n(c1=O)C[C@@H]1[C@@H](CO)[C@H](C(=O)NC3Cc4ccccc4C3)N(CC)[C@H]21 (mixture of isomers),4,-11,-1,-27,0.3,·,5,-0.2
CC(=O)/C=C/c1ccc(C)o1,6,-13,0,-25,-0.1,0,-5,0.3
C[C@H]1CN([C@@H](C)CO)C(=O)c2cc(/C=C/c3ccccc3)cnc2O[C@@H]1CN(C)S(C)(=O)=O,1,-3,4,10,-0.3,-4,-2,-2.0
CCC1(C)N=C(c2ccc3c(c2)OCO3)CC(c2ccccc2O)N1 (stereo not given),-48,-4,46*,-37,·,·,6,·
CCOc1ccc(S(=O)(=O)N2CCOCC2)cc1NC(=O)CN1C(=O)NC(C)(C2CC2)C1=O (stereo not given),4,-4,-4,-7,0.0,-4,-1,·
CC(C)CNC1=C(C(=S)Nc2ccccc2)C(=O)CC(C)(C)C1,11,-4,·,9,0.1,3,·,-1.8
CCCCn1c(N)c(N(CCOC)C(=O)CC(NC(=O)c2ccccc2Cl)c2ccccc2)c(=O)[nH]c1=O (stereo not given),3,-5,-1,-7,0.0,-3,2,·
CCOc1ccc(CN2CCN(Cc3cn(CC)nc3C)CC2CCO)cc1 (stereo not given),3,-8,·,-12,0.4,-1,·,0.1
COc1cccc(S(=O)(=O)N2CCCCN3[C@H](CO)[C@H](c4ccc(-c5cncnc5)cc4)[C@H]3C2)c1,1,-5,·,-11,0.1,·,-7,-0.4
O=C1SCCC1NS(=O)(=O)c1ccccc1[N+](=O)[O-] (stereo not given),0,-1,·,-16,0.0,1,·,·
COCCN(C(=O)c1snc(C(N)=O)c1N)C(C(=O)NC1CCCCC1)c1ccc(OC)c(OC)c1 (stereo not given),1,-1,-1,0,0.1,-4,4,-0.2
CCC(=O)Nc1nc2ccc3sc(C)nc3c2s1,-21,-3,·,-13,0.0,-14,·,0.7
CC(C)S(=O)(=O)NC(=O)C1(C)CCN1C(=O)Cc1ccccc1Cl (stereo not given),-1,-3,-3,-3,0.7,·,4,-0.1
CCOc1cc(NC(=S)NCC2CCCO2)c(OCC)cc1NC(=O)C1CC1 (stereo not given),6,3,·,-11,0.0,0,·,3.8
CCCC#Cc1ccc2c(c1)O[C@H](CN(C)C(=O)C1CCCCC1)[C@H](C)CN([C@@H](C)CO)S2(=O)=O,11,·,7,·,-0.3,·,·,0.5
COc1ccc(CN2[C@H](CO)[C@H]3c4ccccc4N(C(=O)c4ccccc4)C[C@H]32)cc1,-2,0,3,-2,0.0,-1,1,-0.1
Cn1c(N)c(C(=O)COC(=O)c2cnc(Cl)c(Cl)c2)c(=O)n(C)c1=O,16,-1,·,6,0.0,·,·,·
Nc1c(N(CCC2=CCCCC2)C(=O)CCCOc2ccccc2)c(=O)[nH]c(=O)n1Cc1ccccc1,6,2,-1,-9,0.3,4,1,·
C[C@@H]1CN([C@H](C)CO)C(=O)Cc2cc(NC(=O)Nc3ccc4c(c3)OCO4)ccc2O[C@@H]1CN(C)Cc1ccncc1,-5,8,-4,-13,0.3,·,13,·
COc1ccccc1NC(=O)N1c2ccc(F)cc2CCC1C (stereo not given),·,·,3,·,·,2,-12,1.2
Cc1ccccc1OCCC(=O)Nc1ccc(N2CCOCC2)cc1N1CCOCC1,-6,-1,2,10,0.2,-6,-1,·
Cc1nc2ccc(NC(=S)N3CCN(c4ccccn4)CC3)cc2nc1C,-1,-2,·,-2,0.7,5,·,-2.5
Cc1c(Cl)cccc1NC(=O)CS(=O)(=O)c1ccccc1,0,5,-6,-1,-0.1,2,1,-0.4
COc1ccc(NC(=O)N(C)C[C@H]2Oc3c(NS(=O)(=O)c4ccc(Cl)cc4)cccc3C(=O)N([C@H](C)CO)C[C@H]2C)cc1,-3,-2,6,2,0.3,-1,-5,0.0
Cc1cccc(NC(=O)C(C)SCc2nc3sc4c(c3c(=O)[nH]2)CCCC4)n1 (stereo not given),7,-3,-7,-20,-0.1,-14,-7,3.0
Nc1ccc2c(c1)-c1ccc(F)cc1C2=O,-9,3,·,-10,-0.1,1,·,1.9
C[C@@H]1CN([C@@H](C)CO)S(=O)(=O)c2ccc(C3=CCCC3)cc2O[C@H]1CN(C)C(=O)C1CCOCC1,12,3,7,6,-0.9,1,-6,1.1
O=C(C1CCOCC1)N1CC(=O)N2[C@@H](CO)[C@@H](c3ccc(-c4cccnc4)cc3)[C@@H]2C1,3,-2,·,-6,0.1,-2,·,0.4
Cc1ccccc1S(=O)(=O)Cc1ccc(C(=O)NC2CCCCCC2)o1,·,3,·,-4,0.0,-7,·,0.2
CCN(C(=O)COC(=O)C1COc2ccccc2O1)c1c(N)n(Cc2ccccc2)c(=O)[nH]c1=O (stereo not given),-2,-3,2,-17,0.0,14,7,-1.7
O=C(NNC(=S)NCc1ccccc1)c1ccc(Br)cc1,-1,-4,2,-14,-0.1,0,1,·
CC(C)(C)C(=O)CSc1ccc(S(=O)(=O)N2CCN(Cc3ccccc3)CC2)cn1,2,4,1,-20,-0.1,-1,10,·
Cc1ccc(NN=Nc2nc3c([nH]2)c(=O)n(C)c(=O)n3C)cc1,-48,6,·,-15,0.0,0,·,·
O=C(COC(=O)c1cc(S(=O)(=O)N2CCOCC2)ccc1Cl)NC1CC1,0,-11,6,-3,-0.2,-6,-6,·
COc1ccc(C)cc1S(=O)(=O)n1ccnc1C,7,0,-6,-20,0.2,·,-9,·
Cc1ccc(S(=O)(=O)Nc2ccc3c(c2)C(=O)N([C@@H](C)CO)C[C@@H](C)[C@@H](CN(C)C(=O)Nc2ccccc2)OCCCC[C@@H](C)O3)cc1,-3,-18,13,-80,-0.6,·,-3,-0.2
O=C1NC(Cc2c[nH]c3ccccc23)C(=O)N1Cc1ccccc1 (stereo not given),5,-3,-1,-4,0.3,6,-2,·

# Entries above that contain a Cl atom (nine):
SMILES,EWS-Fli inh,S100A4 MyoIIA,esBAF inh,RAD52 inh,Xi reactivation,FN deposit inh,RAD54 inh,E-sel inducer
O=C1CN(c2cc(Cl)cc(Cl)c2)C(=O)CN1/N=C/c1cccnc1,2,1,·,-6,0.0,7,·,-0.1
COc1cc(NC(=O)c2onc(C)c2Cl)cc(OC)c1OC,-1,-6,-7,-19,0.0,5,-6,0.2
O=C(CN1CCCCCCC1)Nc1ccc(Cl)cc1Cl,4,3,·,2,0.0,-3,·,·
CCCCn1c(N)c(N(CCOC)C(=O)CC(NC(=O)c2ccccc2Cl)c2ccccc2)c(=O)[nH]c1=O (stereo not given),3,-5,-1,-7,0.0,-3,2,·
CC(C)S(=O)(=O)NC(=O)C1(C)CCN1C(=O)Cc1ccccc1Cl (stereo not given),-1,-3,-3,-3,0.7,·,4,-0.1
Cn1c(N)c(C(=O)COC(=O)c2cnc(Cl)c(Cl)c2)c(=O)n(C)c1=O,16,-1,·,6,0.0,·,·,·
Cc1c(Cl)cccc1NC(=O)CS(=O)(=O)c1ccccc1,0,5,-6,-1,-0.1,2,1,-0.4
COc1ccc(NC(=O)N(C)C[C@H]2Oc3c(NS(=O)(=O)c4ccc(Cl)cc4)cccc3C(=O)N([C@H](C)CO)C[C@H]2C)cc1,-3,-2,6,2,0.3,-1,-5,0.0
O=C(COC(=O)c1cc(S(=O)(=O)N2CCOCC2)ccc1Cl)NC1CC1,0,-11,6,-3,-0.2,-6,-6,·

# Assay outcomes: PubChem BioAssay, Broad Institute
